# Source: PubChem BioAssay
# Tb MetRS inh = T. brucei MetRS inhibitors, primary screen, biochemical, luminescence; inhibition, % at 11.9 µM; 0.4% of 360,000 active; purified T. brucei MetRS, ATP depletion, Kinase-Glo luminescence; AID 624268, 2012; methionyl-tRNA synthetase (Trypanosoma brucei brucei);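 active = inhibition above a per-plate cutoff of the control wells' mean inhibition plus 3 SD, cut at about 5.5% in these data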;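 note: 0% = DMSO wells median and 100% = median of wells with control inhibitor compound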
#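 Dosing: 11.9 µM single point; system: parasite MetRS enzyme; technique: luminescence of leftover ATP; times: 15 min enzyme-compound preincubation, 2 h reaction, 10 min detection, 25 °C; replicates: each compound tested once; read-out basis: percent inhibition relative to median high and low control wells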
# Rin1-Abl PPI inh = inhibitors of Rin1-Abl protein binding, primary screen, biochemical, TR-FRET; inhibition, % at 7.35 µM; AID 588664, 2011; Tyrosine-protein kinase ABL1 (Homo sapiens) + Ras and Rab interactor 1 (Homo sapiens), …; 0.4% of 360,000 active; in the data active = inhibition above about 5%, passing the limit was not always enough
# FAS TE block = FAS thioesterase domain inhibitors, primary screen, biochemical, fluorescence intensity, uHTS; Fatty acid synthase (Homo sapiens), P49327; recombinant FAS-TE, OMFH fluorogenic substrate, fluorescence endpoint; inhibition, % at 15 µM; 0.67% of 360,000 active; AID 602261, 2012;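 active = compounds whose normalised, plate-corrected inhibition of enzyme fluorescence in the single-dose primary screen is 50% or more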;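 note: 0% = DMSO with enzyme and 100% = substrate without enzyme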
# PABP1 MLLE inh = inhibitors of PABP1 MLLE–PAM2 peptide binding, primary screen, biochemical, fluorescence polarization, FITC-PAM2, GST-MLLE. Polyadenylate-binding protein 1 (Homo sapiens), P11940. inhibition, % at 20 µM. 0.36% of 360,000 active. AID 588489, 2011; in the data active = inhibition above about 35%, passing the limit was not always enough;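 note: plate controls were DMSO wells with GST-MLLE for no effect and wells lacking GST-MLLE protein for full effect; some results filed as inactive read as strong as hits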
# Target sequence (P11940 whole entry, looked up): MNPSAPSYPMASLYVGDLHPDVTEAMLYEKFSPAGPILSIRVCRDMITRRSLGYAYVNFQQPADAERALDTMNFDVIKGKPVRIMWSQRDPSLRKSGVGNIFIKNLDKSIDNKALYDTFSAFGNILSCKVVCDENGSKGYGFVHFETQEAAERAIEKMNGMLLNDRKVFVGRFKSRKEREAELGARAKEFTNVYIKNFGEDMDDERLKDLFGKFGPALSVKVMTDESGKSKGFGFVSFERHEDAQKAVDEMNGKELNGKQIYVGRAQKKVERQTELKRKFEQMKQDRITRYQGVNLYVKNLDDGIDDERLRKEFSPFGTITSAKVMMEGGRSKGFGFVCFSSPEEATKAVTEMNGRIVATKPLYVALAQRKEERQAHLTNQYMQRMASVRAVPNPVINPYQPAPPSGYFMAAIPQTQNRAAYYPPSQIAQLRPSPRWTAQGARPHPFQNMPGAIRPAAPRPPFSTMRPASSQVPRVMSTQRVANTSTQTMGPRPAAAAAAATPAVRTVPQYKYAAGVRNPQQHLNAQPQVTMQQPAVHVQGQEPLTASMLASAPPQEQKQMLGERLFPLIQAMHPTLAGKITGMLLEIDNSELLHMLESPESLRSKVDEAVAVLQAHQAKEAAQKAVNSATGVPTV
# Neddyl block = inhibitors of cullin neddylation, primary screen, biochemical, TR-FRET, uHTS, NAE and Ubc12 | NEDD8-conjugating enzyme Ubc12 (Homo sapiens) + NEDD8-activating enzyme E1 regulatory … | calls only at 25 µM | 0.58% of 360,000 active | AID 651699, 2012; in the data active = inhibition above about 36%
# eLon inh = inhibitors of E. coli Lon protease, primary screen, biochemical, fluorescence polarization. 0.42% of 360,000 active. purified E. coli Lon protease. P0A9M0. inhibition, % at 7.94 µM; in the data active = inhibition above about 13%, passing the limit was not always enough;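 note: 0% = enzyme with probe and DMSO and 100% = no enzyme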
# bovine MsrA act = bovine MsrA enzyme activators, primary screen, biochemical, absorbance, HTS; activation, % at 10.6 µM; 0.3% of 360,000 active; purified bovine MsrA, absorbance read-out; in the data active = activation above about 7.5%;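 note: 0% = vehicle and 100% = reference activator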
# MsrA inhibitor = bovine MsrA enzyme inhibitors, primary screen, biochemical, absorbance, HTS | AID 651718, 2012 | inhibition, % at 15.5 µM | purified bovine MsrA, absorbance read-out | 0.75% of 360,000 active; in the data active = inhibition above about 4.5%;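 note: 0% = vehicle wells with enzyme and 100% = reference inhibitor wells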
# CSN deneddyl inh = inhibitors of CSN-mediated cullin deneddylation, primary screen, biochemical, fluorescence polarization, uHTS; COP9 signalosome complex subunit 5 (Homo sapiens), Q92905; Purified CSN, SCF-Nedd8-OG deneddylation; inhibition, % at 12.5 µM; 0.38% of 360,000 active;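 active = pattern-corrected inhibition above about 35%, with an unprinted fluorescence ratio check between 0.5 and 1.5, limit read from the data, passing the limit was not always enough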;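 note: 0% = enzyme with substrate and 100% = substrate without enzyme; some results filed as inactive read as strong as hits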
# Target sequence (Q92905 whole entry, looked up, one chain of several): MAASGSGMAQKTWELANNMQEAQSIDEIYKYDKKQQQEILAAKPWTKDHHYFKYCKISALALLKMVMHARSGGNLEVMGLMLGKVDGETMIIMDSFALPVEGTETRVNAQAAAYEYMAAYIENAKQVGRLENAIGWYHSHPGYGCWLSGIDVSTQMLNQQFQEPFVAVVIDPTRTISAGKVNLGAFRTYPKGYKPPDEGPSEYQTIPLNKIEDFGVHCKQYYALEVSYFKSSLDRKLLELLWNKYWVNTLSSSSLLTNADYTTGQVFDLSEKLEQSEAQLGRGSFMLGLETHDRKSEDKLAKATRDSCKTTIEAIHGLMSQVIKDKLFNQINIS
#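 Material: human Csn5 produced in HEK293T cells; Input: enzyme 0.24 nM; Reagent: SCFSkp2-Nedd8OG substrate at 10 nM final; Dosing: 12.5 µM compound; Incubation: 90 min reaction at room temperature; Detection: fluorescence polarization of the substrate; Evaluation: % inhibition of substrate cleavage by Csn5; Control set: substrate-only high control, full reaction low control.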
# Active calls of the source: *; i = inactive; · = no result given.
SMILES,Tb MetRS inh,Rin1-Abl PPI inh,FAS TE block,PABP1 MLLE inh,Neddyl block,eLon inh,bovine MsrA act,MsrA inhibitor,CSN deneddyl inh
O=C(OCCOc1ccc(F)cc1)c1ccc(S(=O)(=O)N2CCCC2)cc1,-0.3,-0.1,40.3,-8.6,i,0.4,-2.9,-0.4,3.5
CCOC(=O)CNC(=S)NN(C)C,-0.3,-4.2,-10.1,4.6,i,-0.6,-0.3,-0.3,-3.0
O=C(NCc1ccccc1)c1onc(CSc2ccc(F)cc2)c1C(=O)NCc1ccccc1,0.1,-0.8,27.7,4.2,i,-8.7,-1.8,0.5,2.0
COc1ccccc1OCCCn1cc(C#N)c2ccccc21,-1.0,0.3,27.4,-14.4,i,-9.6,-4.5,-0.1,-3.3
CC1(C)CC(=O)C(CC2=C(O)CC(C)(C)CC2=O)C(=O)C1,-0.7,3.6,-10.8,21.6,i,-5.8,-3.4,1.4,3.5
CCN(CC)c1ccc(/C=N/Nc2cccc(C)c2)c(O)c1,0.4,-1.1,16.0,-13.2,i,-24.0,-3.4,3.8,-3.2
CCOC(=O)N(C)C[C@@H]1OCc2cnnn2CCCC(=O)N([C@H](C)CO)C[C@H]1C,-0.7,-2.3,-7.5,0.7,i,-2.4,-2.5,-1.4,-1.8
CCCCCCOc1ccc(N2C(=O)CC(SCCN)C2=O)cc1 (stereo not drawn),-0.4,3.2,2.2,21.4,i,-0.5,-0.2,-2.1,2.1
CCSc1nc2cc(OC)c(OC)cc2c(=O)n1CC,-1.9,0.3,-0.7,7.5,i,-8.2,-9.0,0.6,-1.6
COc1ccc(-c2cc(C(=O)N/N=C(\C)c3ccco3)c3ccccc3n2)c(OC)c1,-1.3,-2.5,7.5,-8.7,i,-0.1,-9.8,0.1,1.7
Cc1ccc(C)c(S(=O)(=O)N2CCN(c3nc(CN4CCOCC4)nc4sc(C)c(C)c34)CC2)c1,-0.5,-3.0,15.4,-2.0,i,10.7,0.4,0.0,1.9
CC1Cc2ccccc2N1C(=O)C1CCN(S(=O)(=O)c2cccs2)CC1 (stereo not drawn),0.3,1.5,6.7,8.5,i,-1.1,-1.6,-0.6,-1.9
C=COC(=O)CSc1nc(-c2cccs2)ccc1C#N,-0.9,-3.2,-3.3,-4.3,i,0.3,-3.6,1.1,5.3
CC(NC(=O)NCc1cccnc1)(C(F)(F)F)C(F)(F)F,-0.4,-0.9,-0.6,11.7,i,-0.4,1.8,-0.1,-5.7
Cc1cc(C)c(CN2CCCC(CNC(=O)c3ccc(F)cc3)C2)c(-n2cccn2)c1 (stereo not drawn),-0.8,1.9,-6.2,-9.0,i,-5.8,-3.8,-1.3,-2.8
Cc1ccnc(NC(=O)CCc2c[nH]c3ccccc23)c1,-0.7,2.0,2.3,-12.2,i,-15.9,-14.2,3.0,-4.8
Nc1cccc2cc(-c3ccccc3)oc12,-0.5,2.7,8.5,-0.5,·,-9.2,-5.0,-0.4,-3.6
Cc1cc(C(=O)COC(=O)c2cc(O)c3ccccc3c2O)c(C)n1CC1CCCO1 (stereo not drawn),-0.7,4.1,24.2,32.1,i,13.7,-6.5,·,-5.3
CC(C)(CC(=O)O)CC(=O)NCc1c(Cl)cccc1Oc1ccccc1,-0.5,-0.7,-5.0,0.8,i,-5.0,-0.7,0.5,0.8
CCN(c1ccccc1)S(=O)(=O)c1cc(OC)ccc1OC,-0.4,-0.1,1.6,3.6,i,-0.3,-3.9,-0.5,-1.5
CC12CCC(=O)N1C(C(=O)Nc1nc3ccc(Cl)cc3s1)CS2 (stereo not drawn),-0.2,-0.5,0.8,2.7,i,-4.3,-6.2,1.7,5.5
O=C(c1ccc2nc[nH]c2c1)N1CCN(S(=O)(=O)c2cccc(F)c2)CC1,-0.3,-1.7,-3.1,14.1,i,-19.9,-0.4,-0.4,-2.1
C[C@@H]1CN([C@@H](C)CO)S(=O)(=O)c2ccc(C#Cc3cccc(F)c3)cc2O[C@@H]1CN(C)CC1CC1,0.1,-1.8,9.1,4.6,i,-7.3,-7.6,1.4,1.4
COC(=O)COc1ccc(C2NC(=O)NC(C)=C2C(=O)NCc2ccccc2)cc1OC (stereo not drawn),0.2,1.8,-7.5,1.0,i,4.1,-2.5,-1.1,0.2
CCOc1ccccc1OCCn1nc2ccccc2n1,-1.9,-1.1,-3.7,3.1,i,-0.9,-0.8,-1.4,0.7

# The closing three entries of the section before are carried over, then new ones follow:
SMILES,Tb MetRS inh,Rin1-Abl PPI inh,FAS TE block,PABP1 MLLE inh,Neddyl block,eLon inh,bovine MsrA act,MsrA inhibitor,CSN deneddyl inh
C[C@@H]1CN([C@@H](C)CO)S(=O)(=O)c2ccc(C#Cc3cccc(F)c3)cc2O[C@@H]1CN(C)CC1CC1,0.1,-1.8,9.1,4.6,i,-7.3,-7.6,1.4,1.4
COC(=O)COc1ccc(C2NC(=O)NC(C)=C2C(=O)NCc2ccccc2)cc1OC (stereo not drawn),0.2,1.8,-7.5,1.0,i,4.1,-2.5,-1.1,0.2
CCOc1ccccc1OCCn1nc2ccccc2n1,-1.9,-1.1,-3.7,3.1,i,-0.9,-0.8,-1.4,0.7
O=C(CCCN=C1NS(=O)(=O)c2ccccc21)OCc1ccc(F)cc1,-0.7,-2.1,-1.9,10.7,i,-4.3,-4.9,1.1,6.3
O=C(COC(=O)c1ccco1)NCc1ccccc1Cl,-0.1,3.9,2.7,10.4,i,5.4,-4.4,-0.1,-2.4
CC[N+]1(C)CCC(O)(/C=C/c2ccccc2)C(C(=O)/C=C/c2ccccc2)C1 (stereo not drawn),0.1,1.6,-6.5,18.1,i,5.4,-6.5,0.7,9.0
Cc1ccc(NS(=O)(=O)c2ccccc2)c2c1CC(C)(C)O2,0.1,0.1,3.3,-11.9,i,1.1,-1.9,-0.2,2.7
COc1ccc(-n2nc(C(=O)NCC(=O)NCCCN3CCOCC3)c3ccccc3c2=O)cc1OC,0.5,-0.9,-4.9,9.1,i,0.5,-0.1,-0.3,2.2
COc1ccc(NS(=O)(=O)c2cc(NC(=O)c3ccc(F)cc3)ccc2OC)cc1,0.0,-3.1,7.4,-9.9,i,-3.6,9.7*,-0.8,-9.2
CCCSc1ccc([C@H]2N[C@@](C)(C(=O)OC)[C@H]3C(=O)N(CC)C(=O)[C@@H]23)cc1,-0.4,2.4,-5.7,2.0,i,3.3,-1.9,-1.4,1.3
COc1ccc(N2CCN(c3c(S(=O)(=O)c4ccccc4)cnc4ccc(OC)cc34)CC2)cc1,-0.4,0.3,48.5,5.3,i,-6.1,-3.6,1.4,1.0
Cc1cc(Br)ccc1NC(=O)c1sc2ncn(CC(=O)N3CCN(c4ccccn4)CC3)c(=O)c2c1C,0.2,-20.5,11.5,-1.9,i,-2.0,-3.6,0.1,0.4
O=C(CSc1nncc2ccccc12)Nc1ccc(F)cc1,0.2,-1.7,-0.4,0.6,i,-3.9,-4.0,-1.0,2.0
CCn1c(SCC(=O)n2nc(C)cc2C)nnc1-c1ccc2c(c1)OCO2,0.3,5.0,-5.4,-9.2,i,-5.6,-5.7,0.1,-3.7
COc1cccc(CNC(=O)C2CCN(S(=O)(=O)N3CCC(C)CC3)CC2)c1,-0.8,1.6,-5.6,-2.5,i,-4.7,-1.6,-0.7,3.0
COc1ccc(Cl)cc1NC(=O)CN(C)C(=O)c1cc2c(F)cccc2s1,-0.4,2.2,31.8,8.9,i,4.2,-3.4,-1.4,3.6
CC1(C)CC(=O)C=C(c2ccc3[nH]ccc3c2)C1,-0.3,-2.8,-2.6,0.0,i,3.4,-5.2,3.7,-1.7
O=C(c1cc(S(=O)(=O)N2CCOCC2)ccc1F)N1CCc2ccccc21,0.1,2.0,3.3,8.4,i,0.7,-7.7,1.7,2.6
COc1ccc(Nc2nc(N)nc(CN3CCN(c4ccccn4)CC3)n2)cc1,-1.1,-0.9,-3.6,5.2,i,5.3,-3.3,0.5,4.8
CSCCC(=O)Nc1nc(-c2ccccn2)cs1,-0.8,2.2,-2.4,34.9,i,-5.9,-7.4,-0.8,2.8
COC(=O)c1ccc(S(=O)(=O)NCc2cccc(OC)c2)n1C,-0.9,0.7,-6.0,-6.4,i,2.1,-5.1,-0.9,3.2
CC1CCN(S(=O)(=O)c2cccc(S(=O)(=O)N3CCCC3)c2)CC1,-0.2,2.4,7.6,-6.7,i,2.5,-3.5,-1.7,-2.6
COC(=O)c1sccc1NC(=O)c1ccccc1,0.3,-2.3,11.7,-3.2,i,9.3,2.6,0.5,-1.1
O=[N+]([O-])c1cccc2ccc(/C=C/c3cccc(Br)c3)nc12,0.2,-1.3,23.6,0.4,i,6.2,4.1,1.8,1.5
O=[N+]([O-])c1cc(S(=O)(=O)N2CCCC2)ccc1NCCCN1CCOCC1,-0.6,-0.6,-1.1,-8.7,i,0.7,-7.8,-0.5,-2.1
Cc1ccc(-n2ncc3c2CC(C)(C)CC3NC(=O)CCCN2CCCC2=O)cc1 (stereo not drawn),-0.3,-2.5,-6.7,-11.7,i,-2.7,5.2,-0.3,1.2
Cc1cccc(-n2c(N)cc(=O)nc2SCC(=O)Nc2cc(C)on2)c1,-0.7,-1.8,-9.4,40.3*,i,1.4,-10.6,-0.2,-0.2
CC(=O)c1cccc(-c2ccnc3c2CC(C(=O)Nc2cccc(N(C)C)c2)O3)c1 (stereo not drawn),0.5,-1.1,10.1,-11.1,i,-6.1,-0.7,0.5,0.7
# Other structures follow:
SMILES,Tb MetRS inh,Rin1-Abl PPI inh,FAS TE block,PABP1 MLLE inh,Neddyl block,eLon inh,bovine MsrA act,MsrA inhibitor,CSN deneddyl inh
Cc1ccc(S(=O)(=O)N2C[C@H]3[C@H]4C(=O)N(C)C(=O)[C@H]4CC(=O)[C@H]3[C@@H]2c2ccccc2Cl)cc1,-0.6,3.7,-0.6,-0.9,i,-5.9,-2.9,-0.7,4.3
CCC(=O)N(Cc1cc2ccc(C)cc2[nH]c1=O)c1ccccc1OC,-0.5,-1.9,0.8,-6.0,i,-5.4,-4.6,1.1,-2.8
O=C1CN(c2ccc(Cl)cc2)C(=O)CN1NC(=S)Nc1ccc(Cl)cc1,-0.4,-0.7,-4.4,-27.2,i,-8.6,-4.4,-0.9,-3.6
COc1ccc(C(=O)N2CCN(c3ncccn3)CC2)cc1,-0.5,1.2,-5.0,-5.4,i,0.9,-7.2,·,-1.7
CCCCN1CCCCC1C(=O)Nc1c(C)cc(C)cc1C (stereo not drawn),-2.0,4.2,-10.0,-4.2,i,-4.3,-11.6,1.8,0.9
O=C(OCn1nnc2ccccc2c1=O)c1cccnc1Cl,1.4,-0.4,-7.7,0.4,i,-1.3,-3.5,1.1,-5.8
Cc1ccc(S(=O)(=O)N(C)c2ccc(OCC(=O)Nc3nc4ccccc4s3)cc2)cc1,-0.3,2.6,20.1,4.7,i,-3.1,-3.7,1.3,-2.6
Cn1c(=O)c2c(c3ccccc31)OC(C)(C)CC2,-0.7,-4.3,-7.3,-7.8,i,-5.6,-1.8,-0.7,-0.5
O=C(NCCN1CCOCC1)c1cccc(S(=O)(=O)Nc2ccc(F)cc2)c1,-0.4,-1.1,-7.1,13.3,i,-2.7,-1.0,-0.5,2.0
